Compound activity from PubChem.
HepG2 tox: counter-screen for TGF-b inhibitors: cytotoxicity in HepG2 cells. HepG2 CAGA-GFP viability, ATP luminescence, 18 h. Potency, µM (top dose mostly 46.1 µM), without a hit: at the top dose activity change, negative = cytotoxicity, hits mostly cytotoxic. actives 0.76% (n = 410,000). AID 588856; note: potency is the fitted concentration of half-maximal effect; some results filed as inactive show a strong effect at the top dose
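CellTiter-Glo luminescence gave cytotoxicity after 18 hours at 37 degrees C. The cells were HepG2 CAGA-GFP in 1% FBS DMEM, stimulated with 500 pg/mL TGF-beta after compound addition. %Activity was normalised to no-cell wells (complete cell-killing) and DMSO (no toxicity), and curves were fitted and classified.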
S2 tox: reduces viability in counter-screen for ATXN expression inhibitors. S2 cells (HEK-293 line with an ATXN2-luciferase reporter) viability, CellTiter-Fluor protease fluorescence, 24 h. Potency, µM (series often up to 56.7 µM), hits mostly cytotoxic. actives 0.49% (n = 400,000). AID 651635; note: potency is the fitted concentration of half-maximal effect; nearly all actives have a fitted effect of over 40% in size
ATXN2 expr inh: ATXN2 expression inhibition; HEK-293 ATXN2-luciferase reporter, luminescence, 24 h; Potency, µM (doses to about 57 µM), for inactives: at the highest dose activity change, negative = inhibition, usual class: inhibitors; actives 0.72% (n = 360,000); AID 1745845; note: potency is the fitted concentration of half-maximal effect; % is set by controls: 0 for no effect and ±100 for the full control effect; nearly all actives have a fitted effect of over 55% in size
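ATXN2-luciferase reporter cells (luciferase flanked by upstream and downstream ATXN2 gene portions) were treated 24 h at 37 °C with compounds at up to 57 uM. SteadyGlo luminescence gave expression; GF-AFC fluorescence gave viability.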
TGFb SMAD3 inh: blocks TGF-b signaling; actives 1.2% (n = 410,000); HepG2 CAGA-GFP TGF-b/SMAD3 reporter, GFP fluorescence, 18 h; TGF-beta stimulated, 500 pg/mL final; Potency, µM (top dose mostly 46.1 µM), for the others: top-dose activity, negative = inhibition, hits mostly inhibitors; note: potency is the fitted concentration of half-maximal effect; % is set by controls: 0 for no effect and ±100 for the full control effect; nearly all actives have a fitted effect of over 65% in size
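Per well, imaged GFP fluorescence of HEPG2 CAGA-GFP cells gives the signal; cells get compound, then TGF-beta (500 pg/mL final), 18 h at 37 degrees C; %Activity versus -TGF-beta and +DMSO controls.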
Nrf2 block: Nrf2 pathway inhibition | A549 ARE-Fluc reporter, luciferase luminescence, 18-24 h | Potency, µM (series often up to 46 µM), for the others: top-dose activity change, negative = inhibition, actives largely listed as inhibitors | actives 2.1% (n = 360,000); note: potency is the fitted concentration of half-maximal effect; % is set by controls: 0 for no effect and ±100 for the full control effect; nearly all actives have a fitted effect of over 60% in size
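Quantitative HTS in A549 cells stably bearing an antioxidant response element-firefly luciferase construct. Inhibition of Nrf2-driven transcription was scored by luminescence after 18-24 h of compound exposure at 37 °C.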
A549 tox: A549 cytotoxicity, counter-screen for Nrf2 inhibitors; Potency, µM (highest dose often 46 µM), for the others: at the top dose activity change, negative = cytotoxicity, actives largely listed as inhibitors; actives 0.16% (n = 390,000); A549 ARE-Fluc cells, CellTiter-Fluor viability, 18-24 h; note: potency is the fitted concentration of half-maximal effect; % is set by controls: 0 for no effect and ±100 for the full control effect
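A549 ARE_Fluc cells in 5% FBS OPTI-MEM were exposed to compounds in concentration-response for 18-24 h at 37 deg C. Viability was read by CellTiter-Fluor fluorescence (Ex 405/Em 525) after 30 min, before the luciferase read.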
Nrf2 activator: Nrf2 pathway activation; AREc32 ARE-luciferase reporter (MCF7-derived line), luminescence, 24 h; Potency, µM (top dose mostly 46.1 µM), for the others: top-dose activation, actives largely listed as activators; actives 0.31% (n = 410,000); note: potency is the fitted concentration of half-maximal effect; % of control where 0% means no effect; nearly all actives have a fitted effect of over 65% in size
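AREc32 cells carrying an ARE-driven firefly luciferase reporter were seeded at 1000 cells/well in OPTI-MEM with 5% FBS, then exposed to compound for 24 hr at 37 deg C. Luminescence was read with Steady-Glo after 30 min at RT.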
MCF10A rerep: DNA re-replication induction in MCF 10a cells. AID 624296. actives 2.9% (n = 350,000). MCF 10A DNA re-replication, Hoechst nuclear intensity, 48 h. Potency, µM (doses to about 46.1 µM), for the others: at the highest dose activity, positive = re-replication, actives largely listed as activators; note: potency is the fitted concentration of half-maximal effect; % of control where 0% means no effect; nearly all actives have a fitted effect of over 50% in size
IL1B secr inh: inflammasome signaling inhibition, IL-1 beta readout. THP-1 LPS/ATP IL-1B secretion, AlphaLISA, 16 h; active compounds read low. activity change, % at 57.5 µM. actives 4.7% (n = 360,000). AID 743279; in the data active = activity change below about -50%; inconclusive = mostly about -30% to -49%; note: % is set by controls: 0 for no effect and ±100 for the full control effect
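THP-1 cells pretreated 1 hr with compounds (up to 57.5 uM final), then stimulated with LPS (250 ng/mL final) plus ATP (1.25 mM final); secreted IL-1B measured by AlphaLISA after 16 hr, decreased signal indicating inhibition.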
An asterisk follows results filed as active; i = inactive; ? = inconclusive; nt = no result given; [ ] = another dose, or the depositor's remark. Unless noted, calls come from the whole dose curve; as a rule, active = well fitted curve in the direction sought with a large enough effect; inconclusive = small, poorly fitted or top-dose-only effect, or another doubt; inactive = no such curve, though single readings can be large; an effect the other way counts as inactive or inconclusive.

SMILES	HepG2 tox	S2 tox	ATXN2 expr inh	TGFb SMAD3 inh	Nrf2 block	A549 tox	Nrf2 activator	MCF10A rerep	IL1B secr inh
COc1cc(/C=C(/C#N)c2nc3ccccc3[nH]2)ccc1OCc1ccc(C(=O)O)o1	4%	i	11%	9%	5%	?	2.6%	4%	16
CC1CCN(S(=O)(=O)c2ccc3c(ccn3CC(=O)NCc3ccc(N(C)C)cc3)c2)CC1	-1%	i	-6%	-3%	0%	3%	3.3%	nt	nt
O=C(NCc1cn2ccccc2n1)c1ccco1	3%	i	19%	-3%	17%	-3%	5.1%	9%	-6
COc1ccccc1/C=C/C=N/N1CCN(Cc2ccccc2)CC1	-3%	i	7%	-19%	10%	-1%	-0.4%	0%	-2
CCOc1ccc(CCNC(=O)CCc2cn(Cc3ccccc3F)c3ccccc23)cc1OCC	-30%	nt	nt	-22%	0%	0%	3.4%	nt	nt
Cn1c(=O)c([N+](=O)[O-])c(NCc2ccccc2Cl)c2ccccc21	-3%	i	-12%	-22%	?	?	3.9%	4%	-79*
O=C(Nc1ccc(S(=O)(=O)C(F)F)cc1)c1cccc(S(=O)(=O)N2CCOCC2)c1	1%	i	-14%	0%	?	?	2.7%	19%	?
Cc1ccc2c(c1)C(=C(C#N)C#N)C(=O)N2CCN1CCOCC1	-18%	i	-2%	-11%	5%	2%	?	0%	13
CN1c2ccccc2N(C)C1(C)c1cccc2ccccc12	-26%	?	?	?	?	?	0.1%	?	40
CN(C)C(=O)c1cccc(-c2cnc3c(NC=O)cc(-c4cc(F)c(F)c(F)c4)cn23)c1	-8%	?	?	-24%	nt	nt	4.5%	nt	-2
Cc1cccc(NC(=S)NNC(=O)c2ccccc2OC(F)F)c1	-18%	i	7%	-13%	-10%	-4%	8.6%	?	-4
FC(F)(F)c1cccc(-c2nnc(-c3ccccc3)c(N3CCOCC3)n2)c1	-44%	i	-22%	67%[activator]	-13%	?	3.7%	1%	-26
CN(C)c1ccc(C(=O)Nc2ccc(CN3CCS(=O)(=O)CC3)cc2)cc1	-53%	i	nt	-14%	19%	5%	6.0%	1%	?
Cc1c(NC(=O)c2ccc(OC(C)C)cc2)cccc1-c1nc2ncccc2o1	-23%	i	-24%	-8%	?	10%	5.2%	nt	nt
Cc1ccccc1OCCCn1c(CO)nc2ccccc21	21%	i	22%	-16%	4%	0%	3.1%	0%	3
C[C@H](CO)N1C[C@H](C)[C@@H](CN(C)CC2CC2)Oc2c(NC(=O)Cc3ccccc3)cccc2C1=O	-13%	?	-15%	-21%	2%	-12%	4.6%	27%	30
CCC1CCCCN1S(=O)(=O)c1ccc(S(=O)(=O)N(Cc2ccccn2)CC2CCCO2)cc1 (stereo not given)	-1%	i	4%	0%	-1%	12%	-1.0%	27%	-1
CC(C)(C(=O)c1ccccc1)/[N+]([O-])=C/c1ccccc1F	0%	i	-3%	-18%	-18%	7%	0.4%	0%	-13
CCOC(=O)C(C)Sc1nc(-c2ccccc2)ccc1C#N (stereo not given)	-15%	i	20%	4%	-3%	-11%	2.6%	nt	nt
O=C(Nc1nnc2n1CCS2)c1cc(C(F)(F)F)cc(C(F)(F)F)c1	-28%	i	11%	0%	nt	-1%	0.0%	nt	nt
Cc1noc(C)c1COC(=O)COc1ccc(C#N)cc1	11%	i	-11%	11%	0%	0%	-0.4%	0%	16
Cn1c(SCC(=O)N2CC(=O)Nc3ccccc32)nc2ccccc2c1=O	-25%	i	-3%	-15%	?	0%	-0.2%	-5%	?
COc1ccc(CCNC(=O)c2ccncc2)cc1OC	5%	i	-11%	0%	nt	-1%	0.0%	-2%	13
O=C(NC(=O)c1cccc(Cl)c1)OC[C@@H]1CCCN2CCCCC12 (stereo not given in full)	-11%	i	-12%	-17%	1%	2%	6.6%	8%	-7
CCc1nnc(NC(=O)C2COc3ccccc3O2)s1 (stereo not given)	22%	i	-10%	15%	nt	-1%	-0.8%	1%	-8

Sorted by count of non-hydrogen atoms (highest first): some entries from above
SMILES	HepG2 tox	S2 tox	ATXN2 expr inh	TGFb SMAD3 inh	Nrf2 block	A549 tox	Nrf2 activator	MCF10A rerep	IL1B secr inh
CCOc1ccc(CCNC(=O)CCc2cn(Cc3ccccc3F)c3ccccc23)cc1OCC	-30%	nt	nt	-22%	0%	0%	3.4%	nt	nt
C[C@H](CO)N1C[C@H](C)[C@@H](CN(C)CC2CC2)Oc2c(NC(=O)Cc3ccccc3)cccc2C1=O	-13%	?	-15%	-21%	2%	-12%	4.6%	27%	30
CCC1CCCCN1S(=O)(=O)c1ccc(S(=O)(=O)N(Cc2ccccn2)CC2CCCO2)cc1 (stereo not given)	-1%	i	4%	0%	-1%	12%	-1.0%	27%	-1
COc1cc(/C=C(/C#N)c2nc3ccccc3[nH]2)ccc1OCc1ccc(C(=O)O)o1	4%	i	11%	9%	5%	?	2.6%	4%	16
O=C(Nc1ccc(S(=O)(=O)C(F)F)cc1)c1cccc(S(=O)(=O)N2CCOCC2)c1	1%	i	-14%	0%	?	?	2.7%	19%	?
FC(F)(F)c1cccc(-c2nnc(-c3ccccc3)c(N3CCOCC3)n2)c1	-44%	i	-22%	67%[activator]	-13%	?	3.7%	1%	-26
COc1ccccc1/C=C/C=N/N1CCN(Cc2ccccc2)CC1	-3%	i	7%	-19%	10%	-1%	-0.4%	0%	-2
Cc1ccc2c(c1)C(=C(C#N)C#N)C(=O)N2CCN1CCOCC1	-18%	i	-2%	-11%	5%	2%	?	0%	13
CCOC(=O)C(C)Sc1nc(-c2ccccc2)ccc1C#N (stereo not given)	-15%	i	20%	4%	-3%	-11%	2.6%	nt	nt
COc1ccc(CCNC(=O)c2ccncc2)cc1OC	5%	i	-11%	0%	nt	-1%	0.0%	-2%	13
CCc1nnc(NC(=O)C2COc3ccccc3O2)s1 (stereo not given)	22%	i	-10%	15%	nt	-1%	-0.8%	1%	-8

Looked up above:
`COc1cc(/C=C(/C#N)c2nc3ccccc3[nH]2)ccc1OCc1ccc(C(=O)O)o1` | Nrf2 block: 5%
`FC(F)(F)c1cccc(-c2nnc(-c3ccccc3)c(N3CCOCC3)n2)c1` | HepG2 tox: -44%

Next results.
SMILES	HepG2 tox	S2 tox	ATXN2 expr inh	TGFb SMAD3 inh	Nrf2 block	A549 tox	Nrf2 activator	MCF10A rerep	IL1B secr inh
O=C(NNS(=O)(=O)c1ccc(F)cc1)c1ccc2c(c1)OCO2	9%	i	2%	10%	6%	9%	0.3%	-4%	-1
NC(=O)CC(NC(=O)c1ccccc1)c1ccc(NCCN2CCCCC2)c([N+](=O)[O-])c1 (stereo not given)	-14%	i	-1%	-2%	1%	-1%	-1.1%	-2%	1
O=C(N/N=C/c1ccco1)c1cccc([N+](=O)[O-])c1	-21%	i	6%	3%	12%	2%	16%	-4%	-2
O=C(NC1CCSC1=O)c1ccc(Oc2cccc(C(F)(F)F)c2)nc1 (stereo not given)	-11%	i	-2%	7%	-8%	3%	-0.4%	7%	19
O=C(CCN1c2ccccc2Sc2ccccc21)Nc1ccccc1	-39%	i	-16%	?	-5%	9%	3.0%	24%	-7
Cc1nn2c(C)c(C(=O)NCC(C)c3ccccc3)cnc2c1-c1ccccc1 (stereo not given)	0%	nt	nt	-1%	-2%	0%	3.6%	nt	nt
Cc1nc2cc(F)ccc2n1C1CCN(C(=O)c2ccc(F)cc2F)CC1	-14%	i	-19%	-3%	-1%	7%	-0.2%	7%	-3
CC1CCCCN1S(=O)(=O)c1ccc(C(=O)Nc2sccc2C(N)=O)cc1 (stereo not given)	-24%	i	8%	-1%	?	?	0.1%	26%	-22
COc1ccc2c(CNC3CCC(C)CC3)c(C(=O)O)n(Cc3ccccc3)c2c1 (stereo not given)	-4%	?	13%	-4%	13%	-19%	5.4%	nt	nt
CCN1CCN(c2nc3ccccc3nc2C(C#N)C(=O)OCc2ccccc2)CC1 (stereo not given)	-38%	?	-20%	-6%	8%	-28%	3.9%	?	-10
CC(=O)c1ccc(NC(=O)CSCCO)cc1	6%	i	54%[activator]	-6%	?	3%	0.6%	-3%	7
O=C(CNc1ccc(C(F)(F)F)cc1)Nc1cccc(S(=O)(=O)N2CCCC2)c1	1%	i	-36%	-18%	?	2%	-0.5%	-3%	26
CC(C)n1c(SCC(=O)Nc2nc3ccccc3s2)nc2c1c(=O)n(C)c(=O)n2C	-18%	i	?	-6%	?	2%	2.3%	?	-52*
CCCn1c(NCc2ccc3c(c2)OCO3)nc2ccccc21	-33%	i	9%	-6%	?	12%	2.7%	-5%	?
Cc1cccc(-c2noc(CCCC(=O)NCC3CCCO3)n2)c1 (stereo not given)	9%	i	-7%	8%	?	2%	0.3%	3%	14
COC(=O)C1CCN(C(=O)c2ccc(NC(C)=O)cc2)CC1	-2%	i	0%	7%	2%	nt	-0.2%	-2%	11
CCn1ccc2cc(S(=O)(=O)N3CCC(C(=O)NCCOC)CC3)ccc21	-22%	i	7%	-17%	nt	11%	-0.9%	nt	nt
C=CCSc1nnc(-c2nnc(SCC=C)n2CC)n1CC	-4%	i	0%	4%	-9%	-2%	-0.6%	4%	-8
